Source: PubChem BioAssay (National Center for Advancing Translational Sciences (NCATS))
HEK293 cAMP cs – raises cAMP in parental HEK293 cells, TSHR agonist counter-screen | parental HEK293 CNG cAMP sensor, membrane potential fluorescence | Potency, µM (series often up to 57.1 µM), for the others: at the top dose activation, actives largely listed as activators | 73,000 tested, 2.5% active | AID 938; note: potency is the fitted concentration of half-maximal effect; % of control where 0% means no effect; nearly all actives have a fitted effect of over 55% in size
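Parental HEK 293 cells stably expressing a cAMP-gated CNG channel were loaded with membrane potential dye containing 100 uM RO 20-1724 for 60 min. Compound added for 30 min; depolarization read as fluorescence intensity at 590 nm.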
Fluorescein autfl – compound autofluorescence in fluorescein spectral region; Compound autofluorescence, 480/540 nm, fluorescein-equivalent; active compounds read high; max fluorescein-equivalent concentration, M; 59,000 tested, 0.91% active; AID 593; in the data active = max fluorescein-equivalent concentration above about 10 nM; inconclusive = between about 1.1 nM and that limit
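Each compound is tested across a concentration series in 100 mM Tris buffer at pH 8.0. After 15 min at room temperature, plates are imaged with 480 nm excitation and 540 nm emission filters, and intensities are converted to fluorescein-equivalent values.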
TexasRed autofl – Texas Red region autofluorescence; Compound fluorescence, Texas Red channel, 547/618 nm; active compounds read high; max dye-equivalent concentration, M; 59,000 tested, 0.06% active; AID 587; in the data active = max dye-equivalent concentration above about 10 nM; inconclusive = between about 1.1 nM and that limit
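Spectral interference profiling: each compound concentration's relative fluorescence, read with a 547 nm excitation and 618 nm emission filter pair, was normalized to a per-plate Texas Red standard curve.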
Caspase-7 inhib – blocks human caspase-7 allosterically or competitively; recombinant caspase-7, Ac-DEVD-AFC fluorescence rate; Potency, µM (titrated, usually from 57.5 µM), without a hit: at the highest dose activity change, negative = inhibition, most hits filed as inhibitors; 75,000 tested, 0.02% active; AID 889; active = well fitted inhibition curve with a large enough effect in the main read-out, with a control signal flat, not every such curve was filed as active; inconclusive = small, poorly fitted or top-dose-only effect, or a change in a side signal; note: potency is the fitted concentration of half-maximal effect; % of control where 0% means no effect
Target sequence (P55210 24-198 limits assumed): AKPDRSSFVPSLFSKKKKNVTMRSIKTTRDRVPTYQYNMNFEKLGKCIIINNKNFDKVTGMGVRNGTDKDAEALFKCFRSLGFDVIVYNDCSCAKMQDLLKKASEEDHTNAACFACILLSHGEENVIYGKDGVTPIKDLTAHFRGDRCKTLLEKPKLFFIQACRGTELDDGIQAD
Target sequence (P55210 207-303 limits assumed): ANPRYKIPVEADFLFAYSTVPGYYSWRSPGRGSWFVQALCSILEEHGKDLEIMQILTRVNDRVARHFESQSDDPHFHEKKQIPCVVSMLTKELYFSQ
4MU fluor – 4-MU region autofluorescence; 59,000 tested, 11% active; compound autofluorescence, 340/450 nm, 4-MU equivalents; active compounds read high; max dye-equivalent concentration, M; AID 589; in the data active = max dye-equivalent concentration above about 10 nM; inconclusive = mostly about 1.1 nM to 9.6 nM
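Intrinsic fluorescence at 340/450 nm (ex/em) was read after 15 min at room temperature in pH 8.0, 100 mM Tris. Each compound concentration expressed as 4-MU-equivalent concentration from a six-point 4-MU standard series on each plate.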
Casp1 inh – caspase-1 (human) inhibition, allosteric or competitive. AID 900. P29466. Caspase-1 enzyme, Ac-WEHD-AFC fluorogenic rate. Potency, µM (doses to about 57.5 µM), for the others: at the highest dose activity change, negative = inhibition, actives largely listed as inhibitors. 75,000 tested, 0.03% active;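 note: potency is the fitted concentration of half-maximal effect; plate controls were vehicle for no effect and no substrate for full effect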
Target sequence (P29466 120-297 limits assumed): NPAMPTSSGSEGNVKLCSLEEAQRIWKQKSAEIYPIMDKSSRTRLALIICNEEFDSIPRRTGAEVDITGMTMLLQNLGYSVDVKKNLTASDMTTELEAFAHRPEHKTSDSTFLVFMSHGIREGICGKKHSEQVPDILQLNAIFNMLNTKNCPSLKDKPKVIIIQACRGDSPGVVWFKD
Target sequence (P29466 317-404 limits assumed): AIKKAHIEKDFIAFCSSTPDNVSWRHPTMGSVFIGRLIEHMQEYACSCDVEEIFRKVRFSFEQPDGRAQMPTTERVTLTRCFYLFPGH
Luciferase inh – blocks Photinus pyralis firefly luciferase activity; Potency, µM (doses to about 57.1 µM), for inactives: top-dose activity change, negative = inhibition, most hits filed as inhibitors; purified firefly luciferase, luminescence, 8 min; AID 411; 72,000 tested, 2.2% active; P08659; note: potency is the fitted concentration of half-maximal effect; % is set by controls: 0 for no effect and ±100 for the full control effect; nearly all actives have a fitted effect of over 40% in size
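Inhibition of light generation by firefly luciferase from ATP and luciferin was profiled with concentration-response curves per sample, ATP held at 10 uM within the enzyme's linear range. Plates were read by luminescence after an 8-minute ambient incubation.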
ERK AVP block – vasopressin-driven ERK pathway inhibition. HEK293-V1b, vasopressin-stimulated pERK AlphaScreen. Potency, µM (doses to about 57.5 µM), without a hit: at the highest dose activity, negative = inhibition, actives largely listed as inhibitors. 72,000 tested, 0.99% active; note: potency is the fitted concentration of half-maximal effect; % is set by controls: 0 for no effect and ±100 for the full control effect; nearly all actives have a fitted effect of over 55% in size
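V1b-HEK293 cells; cpd 30 min 37C; 25 nM vasopressin 5 min; lyse 10 min; AlphaScreen beads 5 hr RT. Normalized to DMSO basal and 25 nM vasopressin; AC50 by Hill fit.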
Rhodamine fluor – rhodamine region autofluorescence. Rhodamine-region fluorescence, 547/598 nm, Tris buffer; active compounds read high. max dye-equivalent concentration, M. 59,000 tested, 0.05% active. AID 594; in the data active = max dye-equivalent concentration above about 11 nM; inconclusive = between about 1.1 nM and that limit
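Intensities are converted to rhodamine-equivalent concentration using a six-point rhodamine standard on each plate. Compounds sit 15 min at room temperature in 100 mM Tris buffer, pH 8.0; read uses the 547/598 nm excitation/emission pair.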
Tau fil binding – binders of human tau filaments | Potency, µM (top dose mostly 57.1 µM), for the others: top-dose activity change, negative = inhibition | recombinant tau filaments, thioflavin S fluorescence, 15 h; filaments grown with octadecylsulfate alongside compound | 71,000 tested, 2% active;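 note: potency is the fitted concentration of half-maximal effect; % is set by controls: 0 for no effect and ±100 for the full control effect; actives lower thioflavin S fluorescence by blocking filaments or displacing dye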
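Read-out: ThS fluorescence, 450 nm excitation/510 nm emission; lower signal marks blocked filament formation or displaced dye. Tau at 1 uM with 30 uM ODS, 10 uM ThS, 5 mM DTT, 100 mM NaCl, 10 mM HEPES pH 7.4; 15 h, 37 C.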
A350 fluor – A350 region autofluorescence; Compound autofluorescence, 340/450 nm, Alexa 350 dye-equivalents; active compounds read high; max dye-equivalent concentration, M; 59,000 tested, 11% active; in the data active = max dye-equivalent concentration above about 10 nM; inconclusive = mostly about 1.1 nM to 9.6 nM
The depositor's hits bear a star; i = inactive; u = inconclusive; x = no result given; & = joins results of further samples; ! = not active in a repeat; [ ] = dose if it differs, or a comment. Unless noted, calls come from the whole dose curve; as a rule, active = well fitted curve in the direction sought with a large enough effect; inconclusive = small, poorly fitted or top-dose-only effect, or another doubt; inactive = no such curve, though single readings can be large; an effect the other way counts as inactive or inconclusive.

SMILES | HEK293 cAMP cs | Fluorescein autfl | TexasRed autofl | Caspase-7 inhib | 4MU fluor | Casp1 inh | Luciferase inh | ERK AVP block | Rhodamine fluor | Tau fil binding | A350 fluor
CCNC(=O)c1c(C)nc2ccccn12 | 0% | x | x | 0% | x | -3% | 0% | 4% | x | 1% | x
COc1cc(S(=O)(=O)NCc2ccc3c(c2)OCO3)ccc1Cl | 2% | x | x | 0% | x | 0% | 4% | 6% | x | -3% | x
CC(C)(C)n1ncc2c(=O)n(CC(=O)Nc3ccc4c(c3)OCO4)cnc21 | 14% | i | i | 1% | i | 1% | 0% | -15% | i | 1% | i
Cc1ccc(S(=O)(=O)N[C@@H](Cc2ccccc2)C(=O)CCl)cc1 | 5% | u | i | -2% | i | -7% | -5% | 70%[activator] | i | -16% | i
COc1ccc(Cn2nnc(C(=O)Nc3ccc(F)cc3)c2N)cc1 | 0% | i | i | 1% | i | 2% | 1% | 7% | i | 4% | i
CCOC(=O)c1ccc(N2C(=O)CC(N3CCC(C(=O)OCC)CC3)C2=O)cc1 (stereo not given) | -3% | x | x | -2% | x | 1% | 0% | 50%[activator] | x | 2% | x
Clc1cnccn1 | 0%[25.6 µM] | u | i | 5%[25.7 µM] | i | 0%[25.7 µM] | -2%[25.5 µM] | 7%[25.7 µM] | i | 4%[25.6 µM] | i
CCOc1ccc(NC(=O)NCCN2C(C)CCCC2C)cc1 (stereo not given) | 3% | i | i | 0% | i | -5% | 0% | -7% | i | 8% | u
N/N=C1/CC(=O)NC(=O)N1 | -4%[11.4 µM] | u | u | -21%[11.5 µM] | 7.4e-07M* | u | 3%[11.4 µM] | -13%[11.5 µM] | i | 2%[11.4 µM] | 8.3e-07M*
O=C(NC(Nc1ncccn1)C(=O)c1ccccc1)c1ccccc1 (stereo not given) | 5% | x | x | -1% | x | -1% | 4% | -25% | x | 0% | x
Cc1ccc(C)c(OCCCC(C)(C)C(=O)O)c1 | u | u | i | -2% | i | 3% | 0%&10%[25.5 µM] | 9% | i | 15% | i
Cc1[nH]n(CCC#N)c(=O)c1CC(=O)N1CCN(c2ccccc2)CC1 | -3% | i | u | -3% | i | 1% | 1% | 3% | i | 4% | i
O=C(NCCc1csc(-c2cccnc2)n1)c1cccs1 | u | x | x | 3% | x | -1% | -16% | x | x | 1% | x
CCC(=O)Nc1ccc(C(=O)CSc2nnc(-c3cccnc3)o2)cc1 | -11% | u | i | -1% | i | -3% | -1% | -5% | i | -1% | i
CCOC(=O)c1nn(-c2ccccc2)c(=O)c(C#N)c1C | -3% | i | u | -2% | 1.1e-08M* | -3% | -1% | 16% | i | -1% | 1e-08M*
O=c1[nH]n(-c2cccc3cccnc23)c(=O)c2ccccc12 | -7% | u | i | 3% | i | 1% | 0% | 15% | i | 6% | i
CC1(C)CC(=O)C(C=Nc2ccc(Cl)cn2)=C(O)C1 | x | u | i | x | u | x | -4%[25.5 µM] | x | i | x | u
CC1(C)Cc2c(C#N)c(OCC(=O)c3ccccc3)nc(-c3ccoc3)c2CO1 | x | i | i | x | 3.9e-08M* | x | 1%[25.5 µM] | x | i | x | 3.3e-08M*
Cc1nc2c(C(=O)NCc3ccc(F)cc3)c[nH]n2c(=O)c1Cl | 12% | i | i | -14% | i | 2% | 0% | 4% | i | 15% | u
Cc1cc2oc(=O)cc(CN3CCC(C)CC3)c2c(C)c1Cl | u | i | u | -1% | i | -2% | 1% | 3% | i | 8% | u
CCN(CC)CCNC(=O)c1cc(S(C)(=O)=O)ccc1OC | u | u | u | 2% | 1e-08M*! | -1% | 0%[25.5 µM] | 11% | i | 0%[25.6 µM] | u
Cc1ccc(S(=O)(=O)N2CCC(C(=O)N[C@H](C(=O)NCC3CCCO3)C(C)C)CC2)cc1 (stereo not given in full) | -1% | i | i | 0% | i | -1% | 6% | 2% | i | 4% | i
COc1ccc(NC(=O)Cn2nnc(-c3ccc(CN4CCOCC4)cc3)n2)c(OC)c1 | -4% | i | i | 0% | i | -1% | -2% | -8% | i | 2% | i
Cc1cn([C@H]2C=C[C@H](CO)O2)c(=O)[nH]c1=O | 2% | u | u | x | i | x | 3% | x | i | 0% | i
CC(C)(C)c1cc(Br)c(O)c(CN(Cc2cc(C(C)(C)C)cc(Br)c2O)C2CCCCC2)c1 | u | u | i | -2%[11.5 µM] | i | 3%[11.5 µM] | 1%[11.4 µM] | 13%[11.5 µM] | i | -26%[11.4 µM] | i
CC(C)(C)n1nc2c(c1NC(=O)c1ccc(S(=O)(=O)N3CCCCC3)cc1)CS(=O)C2 (stereo not given) | 2% | u | i | 3% | i | 0% | 1% | 17% | i | 9% | i
Cc1nc2c(C)cccn2c1/C(O)=C1\C(=O)C(=O)N(CCN(C)C)C1c1ccncc1 (stereo not given) | 4% | i | i | -3% | i | -3% | 3% | 16% | i | 78% | i
COCCNC(=O)COc1ccc(C)c(C)c1 | 25%[11.4 µM] | x | x | 1% | x | -1% | 2% | -12% | x | -2%[11.4 µM] | x
CC(NS(=O)(=O)c1ccc(F)cc1)C(=O)NCc1ccncc1 (stereo not given) | 6% | i | i | -1% | i | 1% | 2% | 0% | i | -3% | i
O=C(CN1C(=O)c2ccccc2C1=O)Nc1ccc(S(=O)(=O)NCC2CCCO2)cc1 (stereo not given) | 7% | i | i | -2% | i | -1% | 2% | -23% | i | -14% | i
CCOC(=O)c1ccc(NC(=O)N2CCN(S(C)(=O)=O)CC2)cc1 | -2% | i | i | -7% | i | 1% | -2% | -6% | i | 1% | i
Cc1cc(NS(=O)(=O)c2ccc(NC(=O)CCCOc3ccccc3)cc2)no1 | 0% | i | i | -1% | i | 1% | -2% | 16% | i | 3% | i
Cc1cccc(-c2noc(CCC(=O)Nc3ccccc3)n2)c1 | 3% | i | i | 1% | u | 0% | 0% | u | i | 2% | u
CCN(CC)C(=O)CSc1nnc(-c2ccc(S(=O)(=O)NCc3ccccc3Cl)cc2)o1 | 15% | u | i | 6% | i | 2% | 1% | 1% | i | 8% | u
O=P(O)(O)c1ccccc1OCCOCCOc1ccccc1P(=O)(O)O | 4% | i | i | -3% | i | 1% | 1% | -5% | i | 7% | i
Cc1nc(-c2cnn(-c3ccccc3)c2)c2cc(C)oc2n1 | 10% | i | i | -1% | i | -3% | -1% | -13% | i | 46% | u
Clc1ccc(OCc2nc(-c3ccncc3)no2)c(Cl)c1 | 25µM* | i | i | -7% | i | -5% | 16µM* | u | i | -5% | i
NC1(C(=O)O)CC(C(=O)O)C1 (stereo not given) | 6%&-1% | x | x | 1%&0% | x | -9%&0% | -2% | 15%&18% | x | u | x
CC(C)(C)SCCNC(=O)CN1C(=O)c2ccccc2S1(=O)=O | 14% | x | x | -3% | x | -2% | 2% | 21% | x | -8% | x
COc1ccc(N2CCN(CC(=O)Nc3cc4c(cc3C(C)=O)OCO4)CC2)cc1 | 1% | u | i | 1% | u | 0% | -1% | 9% | i | -10% | u
CCCN(CCC)c1nc(C)cc(C(C#N)c2nc3ccccc3o2)n1 (stereo not given) | 7% | u | u | -30% | 2.6e-08M* | u | -37% | 6% | i | 6% | 3.4e-08M*
CCC1(CC)C(=O)NC(=O)NC1=Nc1cccc(OC)c1 | -5% | i | i | 0% | i | -2% | 2% | 11% | i | 0% | i
CCOCCCNC(=O)CN1C(=O)CSc2ccccc21 | 4% | x | x | -3% | x | 3% | 2% | 17% | x | -4% | x
O=C(O)[C@@H]1[C@H](C(=O)O)[C@H]2C(=O)C=C[C@H]1N2Cc1ccccc1 | 0%[11.4 µM] | i | i | 0%[11.5 µM] | i | -2%[11.5 µM] | 3%[11.4 µM] | 4%[11.5 µM] | i | -5%[11.4 µM] | i
Cc1cc(=O)n2nc(-c3ccccc3)sc2c1C#N | 3% | u | u | 0% | 2.9e-08M* | 3% | 1% | -14% | i | -1% | 4.2e-08M*
CN(C)S(=O)(=O)c1ccc(/C(O)=C2/C(=O)C(=O)N(Cc3cccnc3)C2c2ccco2)cc1 (stereo not given) | 7% | i | i | 0% | i | -3% | -4% | 2% | i | -4% | i
Cc1cc(NC(=O)COc2ncnc3sc(C)c(C)c23)no1 | 4% | i | i | 1% | i | -1% | 1% | -3% | i | 6% | i
CCCOP(=O)(c1ccc(N(C)C)cc1)C(O)c1ccccc1OC (stereo not given) | 11% | i | i | 1% | i | 0% | 5% | -1% | i | -17% | u
COC(=O)CSc1nnc(-c2ccncc2)n1N | -8% | i | i | 2% | i | 0% | 6% | -1% | i | -2% | i
CCOC(=O)N1CCN(C(=O)CSc2nnc(CNC(=O)c3c(F)cccc3Cl)o2)CC1 | -9% | i | i | 0% | i | 1% | 2% | -6% | i | 6% | i
CCCOc1ccc(N2C(=O)CC(N3CCN(c4nc5ccccc5s4)CC3)C2=O)cc1 (stereo not given) | 4% | i | i | -1% | i | 0% | 1% | -13% | i | 16% | i
O=C(O)CCCC(=O)OCCCCc1cccs1 | 5% | x | x | -1% | x | -4% | 0% | 13% | x | 7% | x

Only part of the results is shown (hit frequency here may not be typical).
